Compound activity deposited in PubChem by several laboratories.
SR-BI uptake up: activators of SR-BI mediated DiI-HDL uptake, primary screen, ldlA[mSR-BI] CHO cells, DiI fluorescence. 3 h; 100 = double the neutral-control signal. activation, % at 12.5 µM. 0.096% of 320,000 active. AID 504775, 2011;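 active means mean replicate activation of at least 60% and every replicate at or above 60%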;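 further: 0% = median plate neutral-control signal and 100% = twice that signal; values of inactives mirror those of a sister screen read the other way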
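Test system: SR-BI-overexpressing, LDLR-lacking CHO cells; Medium: Ham's F12 with 0.5% BSA, HEPES 25 mM, pH 7.4; Schedule: 3 h, 37 °C; Technique: bottom-read fluorescence, 550/595 nm.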
RTF Ca sens inh: cardiac RTF calcium sensitivity inhibitors, primary screen, biochemical, IANBD-TnC fluorescence, EC70 calcium; 0.12% of 340,000 active; AID 493244, 2011; inhibition, % at 7.15 µM; IANBD-labeled cardiac RTF, Ca2+ fluorescence; Troponin I, cardiac muscle (Homo sapiens) + Troponin T, cardiac muscle (Homo sapiens) + …;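 active means inhibition above the mean inhibition of all tested compounds plus 3 SD, cut at about 17% in these data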;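 further: assay run at fixed EC70 calcium of 1.6 mM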
NSD2 inh: NSD2 histone methyltransferase inhibitors, primary screen, biochemical, AlphaScreen, single concentration, set 2; Histone-lysine N-methyltransferase NSD2 (Homo sapiens), O96028; 0.54% of 310,000 active; inhibition, % at 12.5 µM; NSD2 peptide methylation, 120 min; in the data active means inhibition above about 50%
Keap1 Nrf2 FP: Keap1-Nrf2 protein-protein interaction inhibitors, primary screen, biochemical, fluorescence polarization, single point; inhibition, % at 9.4 µM; Keap1 Kelch-Nrf2 peptide fluorescence polarization, 1536-well; 0.15% of 340,000 active; in the data active means inhibition above about 12%;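 further: human Keap1 Kelch domain with fluorescein labeled Nrf2 9mer peptide probe; 0% = neutral control wells and 100% = peptide positive control; higher means more block of Keap1 binding to Nrf2 peptide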
Target sequence (Q14145 whole entry, looked up, the tested form may be a part): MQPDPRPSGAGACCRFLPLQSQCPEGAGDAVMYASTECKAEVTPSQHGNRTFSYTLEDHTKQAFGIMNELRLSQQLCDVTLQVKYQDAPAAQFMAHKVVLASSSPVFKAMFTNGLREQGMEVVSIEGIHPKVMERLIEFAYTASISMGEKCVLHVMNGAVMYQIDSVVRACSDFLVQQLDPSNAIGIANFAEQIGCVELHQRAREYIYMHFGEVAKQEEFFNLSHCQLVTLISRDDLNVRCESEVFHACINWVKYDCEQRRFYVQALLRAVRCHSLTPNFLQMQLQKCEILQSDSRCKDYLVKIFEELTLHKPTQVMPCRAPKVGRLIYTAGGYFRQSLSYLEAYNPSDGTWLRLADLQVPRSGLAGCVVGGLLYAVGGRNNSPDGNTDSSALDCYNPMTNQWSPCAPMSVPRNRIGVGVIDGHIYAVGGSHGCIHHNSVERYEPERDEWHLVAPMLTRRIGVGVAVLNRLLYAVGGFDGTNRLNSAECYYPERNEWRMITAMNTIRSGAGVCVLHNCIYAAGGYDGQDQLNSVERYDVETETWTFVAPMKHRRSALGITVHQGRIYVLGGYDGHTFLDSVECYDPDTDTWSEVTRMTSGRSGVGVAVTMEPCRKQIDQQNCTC
PKA-R2B act: activators of PKA-R2B holoenzyme, primary screen, biochemical, fluorescence polarization, Cy5-IP20, human. cAMP-dependent protein kinase catalytic subunit beta (Homo sapiens) + cAMP-dependent …. 0.079% of 340,000 active. PKA-R2B holoenzyme dissociation; R2B truncated from residue 108, S112A mutant; 0% DMSO only, 100% 113 µM cGMP. AID 504700, 2011. activation, % at 11.4 µM;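 active means activation above a cutoff set at the mean over all compounds plus 3 SD, cut at about 18% in these data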;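 further: higher means more holoenzyme dissociation and a rise in polarization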
Target sequence (P31323 whole entry, looked up, other chains not shown, the tested form may be a part): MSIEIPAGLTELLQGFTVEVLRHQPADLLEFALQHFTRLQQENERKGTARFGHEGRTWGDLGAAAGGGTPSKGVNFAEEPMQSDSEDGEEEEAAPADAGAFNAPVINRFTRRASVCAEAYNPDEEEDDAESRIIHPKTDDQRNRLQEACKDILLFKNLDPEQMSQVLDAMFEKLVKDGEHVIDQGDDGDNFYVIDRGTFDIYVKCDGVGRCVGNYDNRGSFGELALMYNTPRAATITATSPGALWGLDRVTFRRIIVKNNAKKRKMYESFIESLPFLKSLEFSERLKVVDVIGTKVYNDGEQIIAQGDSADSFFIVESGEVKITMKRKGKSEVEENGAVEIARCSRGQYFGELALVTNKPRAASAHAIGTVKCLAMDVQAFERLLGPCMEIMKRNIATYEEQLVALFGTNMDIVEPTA
DAGLB inh: DAGLB lipase inhibitors, primary screen, biochemical, fluorescence, HTS; HEK293T DAGLB membrane lysate, EnzChek fluorogenic substrate; AID 504411, 2011; inhibition, % at 5.17 µM; 0.059% of 340,000 active; in the data active means inhibition above about 34%;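 further: 0% = enzyme with vehicle and 100% = wells lacking enzyme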
Arr AP2 block: inhibitors of beta-arrestin/AP2 binding, primary screen, biochemical, GPCR trafficking, flow cytometry. FITC-arrestin peptide / GST-AP2 beads; AP2 beta2 appendage carries R879A mutation. 0.31% of 340,000 active. beta-arrestin 1 C-terminal peptide binding to AP2 beta2-adaptin appendage (human). inhibition, % at 10 µM;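 active means inhibition above a set limit, near 3 SD of compounds lacking own fluorescence, cut at about 54% in these data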;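 further: plate controls were DMSO wells for no effect and 5 µM unlabelled arrestin peptide for full effect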
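System: GST-tagged AP2 beta2-adaptin appendage (R879A) on 4 µm glutathione beads / Reagent: FITC-arrestin peptide, 50 nM / Detection: HyperCyt-sampled flow cytometry, FL1 channel, ex 488/em 535 nm / Timing: 12 min plus 1 h, RT / Buffer or medium: PBS plus Tween 20 (0.05%) and BSA (0.1%)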
LANA DNA inh: inhibitors of KSHV C-LANA binding to DNA, primary screen, biochemical, fluorescence polarization, FAM-LBS DNA, MBP-C-LANA, single point. inhibition, % at 9 µM. 0.078% of 340,000 active. AID 504423, 2011;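 active means highest replicate inhibition at or above 60% at 9 µM, even if other replicates fall short; inactive means all replicates below 60% inhibition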;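 further: 0% = neutral control wells and 100% = 4 µM acridine orange control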
PvdQ inh: P. aeruginosa PvdQ acylase inhibitors, primary screen, biochemical, fluorescence, plate reader and imaging, single point; PvdQ acylase [Pseudomonas aeruginosa LESB58]; purified PvdQ acylase; inhibition, % at 10 µM; 0.063% of 340,000 active; AID 488965, 2010; in the data active means inhibition above about 30%, passing the limit was not always enough;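 further: 0% = vehicle neutral wells and 100% = reference inhibitor wells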
SR-BI HDL uptake: inhibitors of SR-BI mediated HDL lipid uptake, primary screen, ldlA[mSR-BI] cells, fluorescence, single point | Scavenger receptor class B member 1 (Mus musculus), Q61009 | ldlA[mSR-BI] CHO cells, DiI-HDL uptake fluorescence, 3 h | inhibition, % at 12.5 µM | 0.96% of 320,000 active;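 active means mean replicate inhibition of at least 70% and a set share of replicates each scoring 70 or more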;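 further: 0% = median of neutral control wells and 100% = median of positive control wells; values of inactives mirror those of a sister screen read the other way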
* hit, by the source's call.

`CCOC(=O)N1CCN(C(=O)COC(=O)CNC(=O)c2ccc(C)cc2)CC1` gave SR-BI uptake up 1, RTF Ca sens inh -16, NSD2 inh 0, Keap1 Nrf2 FP 2, PKA-R2B act -7, DAGLB inh 3, Arr AP2 block 1, LANA DNA inh 1.0, PvdQ inh -19 and SR-BI HDL uptake -1.
Screening COc1ccc(C(=O)Sc2ccc(C)cc2)cc1OC returned SR-BI uptake up -17, RTF Ca sens inh -7, NSD2 inh 3, Keap1 Nrf2 FP -12, PKA-R2B act -16, DAGLB inh -9, Arr AP2 block 10, LANA DNA inh -1.9, PvdQ inh -7 and SR-BI HDL uptake 17.
`Cc1c(CCOC(=O)CC23CC4CC(CC(C4)C2)C3)sc[n+]1CC(=O)c1ccc(Br)cc1` gave SR-BI uptake up -47, RTF Ca sens inh -1, NSD2 inh -1, Keap1 Nrf2 FP 0, PKA-R2B act -1, DAGLB inh 6, Arr AP2 block 24, LANA DNA inh 0.1, PvdQ inh -8 and SR-BI HDL uptake 47.
Screening Cc1ccc(N2C(=O)N(CC(=O)NC(N)=O)C(=O)C2C)cc1 (centres undefined) returned SR-BI uptake up 22, RTF Ca sens inh 1, NSD2 inh -4, Keap1 Nrf2 FP -9, PKA-R2B act -2, DAGLB inh -1, Arr AP2 block -1, LANA DNA inh -3.8, PvdQ inh 9 and SR-BI HDL uptake -22.
For O=C(O)c1ccc(C(=O)c2ccc3c(c2)C(=O)N(Cc2ccco2)C3=O)cc1 the results were SR-BI uptake up 13, RTF Ca sens inh -8, NSD2 inh 3, Keap1 Nrf2 FP 4, PKA-R2B act -9, DAGLB inh 4, Arr AP2 block 6, LANA DNA inh 2.9, PvdQ inh 0 and SR-BI HDL uptake -13.
Screening COc1ccc2c(c1)cc1n2CCN=C1NN returned SR-BI uptake up 4, RTF Ca sens inh -7, NSD2 inh 8, Keap1 Nrf2 FP -5, PKA-R2B act 5, DAGLB inh -3, Arr AP2 block 7, LANA DNA inh -0.3, PvdQ inh -9 and SR-BI HDL uptake -4.
Screening Cc1ccc(-c2nc(-c3cccnc3)sc2CC(=O)Nc2ccc(C)c(Cl)c2)cc1 returned SR-BI uptake up -62, RTF Ca sens inh -19, NSD2 inh 19, Keap1 Nrf2 FP -4, PKA-R2B act 3, DAGLB inh 0, Arr AP2 block -1, LANA DNA inh -0.5, PvdQ inh -4 and SR-BI HDL uptake 62.
`COc1ccc(OCCNS(=O)(=O)c2ccccc2)cc1` gave SR-BI uptake up -5, RTF Ca sens inh -5, NSD2 inh 0, Keap1 Nrf2 FP -5, PKA-R2B act 1, DAGLB inh -7, Arr AP2 block 8, LANA DNA inh 0.3, PvdQ inh -5 and SR-BI HDL uptake 5.
For Cc1cc(C)c2ccc(=O)n(CC(=O)N/N=C/c3ccccc3Cl)c2n1 the results were SR-BI uptake up -9, RTF Ca sens inh -3, NSD2 inh -3, Keap1 Nrf2 FP 2, PKA-R2B act 3, DAGLB inh -1, Arr AP2 block 0, LANA DNA inh 1.3, PvdQ inh 8 and SR-BI HDL uptake 9.
For O=c1cc(Br)c(O)c(Br)cc1Br the results were SR-BI uptake up 10, RTF Ca sens inh -9, NSD2 inh 9, Keap1 Nrf2 FP 4, PKA-R2B act 8, DAGLB inh 6, Arr AP2 block 23, LANA DNA inh 28, PvdQ inh -11 and SR-BI HDL uptake -10.
Cn1nc(C(F)(F)F)c(-c2ccc(Br)cc2)c1NC(=O)Nc1ccc(F)cc1F was read as SR-BI uptake up -32, RTF Ca sens inh -1, NSD2 inh 0, Keap1 Nrf2 FP -3, PKA-R2B act -9, DAGLB inh -4, Arr AP2 block -8, LANA DNA inh -1.7, PvdQ inh 0 and SR-BI HDL uptake 32.
Screening CCCc1nc2ccccc2c(C(=O)OCC(=O)NCc2ccco2)c1CC returned SR-BI uptake up -29, RTF Ca sens inh -3, NSD2 inh 2, Keap1 Nrf2 FP -5, PKA-R2B act 6, DAGLB inh -6, Arr AP2 block -2, LANA DNA inh -0.2, PvdQ inh -7 and SR-BI HDL uptake 29.
For COc1ccc2c(CC(=O)OCC(=O)N3CCc4ccccc43)coc2c1 the results were SR-BI uptake up 8, RTF Ca sens inh 1, NSD2 inh 1, Keap1 Nrf2 FP 3, PKA-R2B act -6, DAGLB inh -4, Arr AP2 block -6, LANA DNA inh -0.6, PvdQ inh -15 and SR-BI HDL uptake -8.
Screening CC(C)c1ccc(C(=O)Nc2ccc(CN3CCOCC3)cc2)cc1 returned SR-BI uptake up -4, RTF Ca sens inh -1, NSD2 inh -1, Keap1 Nrf2 FP -3, PKA-R2B act -7, DAGLB inh -3, Arr AP2 block 33, LANA DNA inh -2.3, PvdQ inh 1 and SR-BI HDL uptake 4.
Cc1nn(Cc2ccc(Br)cc2)c(C)c1NC(=O)c1nn(C)cc1Cl was read as SR-BI uptake up 0, RTF Ca sens inh 0, NSD2 inh -1, Keap1 Nrf2 FP -4, PKA-R2B act -5, DAGLB inh 0, Arr AP2 block -13, LANA DNA inh -0.2, PvdQ inh 0 and SR-BI HDL uptake 0.
Screening O=C(CN1CCN(Cc2ccccc2)CC1)N1N=CCC1c1ccccc1 (centres undefined) returned RTF Ca sens inh -10, Keap1 Nrf2 FP 3, PKA-R2B act 3, DAGLB inh -7, Arr AP2 block 2, LANA DNA inh -1.5 and PvdQ inh -6.
For COc1cc2c(cc1OC)CN(C(=O)c1cccc(S(=O)(=O)N3CCc4ccccc43)c1)CC2 the results were SR-BI uptake up -22, RTF Ca sens inh 5, NSD2 inh -1, Keap1 Nrf2 FP 3, PKA-R2B act 0, DAGLB inh 0, Arr AP2 block -1, LANA DNA inh -2.2, PvdQ inh -2 and SR-BI HDL uptake 22.
For Cc1ccc(C(CNS(=O)(=O)c2ccc(F)cc2C)N2CCN(C)CC2)cc1 (centres undefined) the results were SR-BI uptake up -6, RTF Ca sens inh 0, NSD2 inh 8, Keap1 Nrf2 FP 2, PKA-R2B act -3, DAGLB inh 0, Arr AP2 block 44, LANA DNA inh -0.5, PvdQ inh 3 and SR-BI HDL uptake 6.
For NS(=O)(=O)c1ccc(NC(=O)c2cccc3cc4ccccc4nc23)cc1 the results were SR-BI uptake up -10, RTF Ca sens inh -4, NSD2 inh 1, Keap1 Nrf2 FP -5, PKA-R2B act -10, DAGLB inh 6, Arr AP2 block -2, LANA DNA inh -1.4, PvdQ inh -10 and SR-BI HDL uptake 10.
Screening Cc1cc(SCC(=O)NC(=O)c2cccn2C)nc2ccccc12 returned SR-BI uptake up 2, RTF Ca sens inh -14, NSD2 inh 27, Keap1 Nrf2 FP -6, PKA-R2B act -20, DAGLB inh -1, Arr AP2 block 18, LANA DNA inh -0.1, PvdQ inh -9 and SR-BI HDL uptake -2.

Next section; the last 3 above are carried over.
For Cc1ccc(C(CNS(=O)(=O)c2ccc(F)cc2C)N2CCN(C)CC2)cc1 (centres undefined) the results were SR-BI uptake up -6, RTF Ca sens inh 0, NSD2 inh 8, Keap1 Nrf2 FP 2, PKA-R2B act -3, DAGLB inh 0, Arr AP2 block 44, LANA DNA inh -0.5, PvdQ inh 3 and SR-BI HDL uptake 6.
For NS(=O)(=O)c1ccc(NC(=O)c2cccc3cc4ccccc4nc23)cc1 the results were SR-BI uptake up -10, RTF Ca sens inh -4, NSD2 inh 1, Keap1 Nrf2 FP -5, PKA-R2B act -10, DAGLB inh 6, Arr AP2 block -2, LANA DNA inh -1.4, PvdQ inh -10 and SR-BI HDL uptake 10.
Screening Cc1cc(SCC(=O)NC(=O)c2cccn2C)nc2ccccc12 returned SR-BI uptake up 2, RTF Ca sens inh -14, NSD2 inh 27, Keap1 Nrf2 FP -6, PKA-R2B act -20, DAGLB inh -1, Arr AP2 block 18, LANA DNA inh -0.1, PvdQ inh -9 and SR-BI HDL uptake -2.
Screening NC(=S)N=Nc1c(O)n(CCCl)c2ccccc12 returned SR-BI uptake up -11, NSD2 inh 2, Keap1 Nrf2 FP -3, Arr AP2 block -8, LANA DNA inh 1.0, PvdQ inh -3 and SR-BI HDL uptake 11.
Screening CC1CCN(C(=O)N2c3ccccc3Sc3ccccc32)CC1 returned SR-BI uptake up -12, RTF Ca sens inh -6, NSD2 inh -5, Keap1 Nrf2 FP 0, PKA-R2B act -7, DAGLB inh -8, Arr AP2 block 4, LANA DNA inh -1.6, PvdQ inh -13 and SR-BI HDL uptake 12.
Screening CCOC(=O)c1c(N)sc(N)c1C(=O)OCC returned SR-BI uptake up 8, RTF Ca sens inh -29, NSD2 inh 2, Keap1 Nrf2 FP -6, PKA-R2B act 3, DAGLB inh 2, Arr AP2 block 2, LANA DNA inh -0.2, PvdQ inh -12 and SR-BI HDL uptake -8.
Screening CCN1CCN(c2ccc(S(=O)(=O)N3CCCCC3)cc2NC(=O)c2cccc(OC(F)F)c2)CC1 returned SR-BI uptake up -14, RTF Ca sens inh -4, NSD2 inh 2, Keap1 Nrf2 FP -2, PKA-R2B act 5, DAGLB inh 1, Arr AP2 block -15, LANA DNA inh -2.3, PvdQ inh -12 and SR-BI HDL uptake 14.
O=C(N/N=C/c1c[nH]c2ccccc12)c1sc2ccccc2c1Cl was read as SR-BI uptake up 6, RTF Ca sens inh -32, NSD2 inh -1, Keap1 Nrf2 FP 4, PKA-R2B act -10, DAGLB inh 3, Arr AP2 block 8, LANA DNA inh -1.3, PvdQ inh 1 and SR-BI HDL uptake -6.
Screening CCC/C(=C1/c2ccccc2C(=O)N1c1ccccc1)c1ccc2c(c1)OCO2 returned SR-BI uptake up 5, RTF Ca sens inh -2, Keap1 Nrf2 FP -1, PKA-R2B act -8, DAGLB inh -10, Arr AP2 block 2, LANA DNA inh 2.7, PvdQ inh -9 and SR-BI HDL uptake -5.
For CCC(C)[C@H](NC(=O)NC(C)C)C(=O)O (some centres undefined) the results were SR-BI uptake up 10, RTF Ca sens inh -17, NSD2 inh 0, Keap1 Nrf2 FP 0, PKA-R2B act 5, DAGLB inh -3, Arr AP2 block -3, LANA DNA inh 0.6, PvdQ inh -11 and SR-BI HDL uptake -10.
